MBNL1-CUG inh – qHTS Assay for Inhibitors of MBNL1-poly(CUG) RNA binding; Muscleblind-like protein 1 (Homo sapiens), Q9NR56; TR-FRET MBNL1-His/biotin-(CUG)12 binding, 665/545 ratio; Potency, µM (highest dose often 57.5 µM), inactives show at the top dose activity change, negative = inhibition, hits mostly inhibitors; hit rate 0.036% among 280,000; AID 2675, 2010; active = well fitted inhibition curve with a large enough effect in the signal ratio, with a control signal flat, not every such curve was filed as active; inconclusive = small, poorly fitted or top-dose-only effect, or effect the other way, or a change in a side signal; inactive = no such curve, though single readings can be large or run the other way; the % refers to the signal ratio; also: potency is read from the fitted curve at half-maximal effect; % is scaled to controls: 0 for no effect and ±100 for the full control effect
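Compound titration spanned 92 nM–58 uM against the MBNL1-His/biotin-(CUG)12 complex. After 60 min at room temperature with 5 nM streptavidin-XL665 and 0.055 ng/ul terbium anti-His, ratiometric 665/545 nm emission (Ex 340 nm) normalized to controls.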
RORg inh – qHTS for inhibitors of ROR gamma transcriptional activity. Potency, µM (highest dose often 53.6 µM), without a hit: top-dose activity change, negative = inhibition, actives largely listed as inhibitors. AID 2551, 2010. Nuclear receptor ROR-gamma (Mus musculus), P51450. Drosophila S2 Gal4-RORgamma UAS-luciferase reporter, 20 h. hit rate 5.4% among 310,000; also: potency is read from the fitted curve at half-maximal effect; % is scaled to controls: 0 for no effect and ±100 for the full control effect; nearly all actives have a fitted effect of over 60% in size
Target sequence (P51450 whole entry, looked up, the tested form may be a part): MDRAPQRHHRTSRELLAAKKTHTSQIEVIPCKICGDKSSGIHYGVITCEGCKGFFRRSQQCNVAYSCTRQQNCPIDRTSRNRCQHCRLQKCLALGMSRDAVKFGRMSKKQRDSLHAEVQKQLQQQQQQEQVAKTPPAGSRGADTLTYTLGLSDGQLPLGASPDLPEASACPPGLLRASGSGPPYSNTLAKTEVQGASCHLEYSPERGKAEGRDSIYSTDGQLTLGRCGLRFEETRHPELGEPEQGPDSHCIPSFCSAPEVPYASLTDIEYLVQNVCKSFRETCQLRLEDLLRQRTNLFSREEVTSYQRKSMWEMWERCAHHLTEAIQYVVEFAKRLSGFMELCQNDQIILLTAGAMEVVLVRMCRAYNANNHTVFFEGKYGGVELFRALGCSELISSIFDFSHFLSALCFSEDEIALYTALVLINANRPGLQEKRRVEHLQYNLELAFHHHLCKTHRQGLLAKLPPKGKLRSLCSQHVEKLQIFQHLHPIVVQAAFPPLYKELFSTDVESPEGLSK
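Stable Schneider cell line, Gal4 DNA-binding domain fused to ROR gamma, UAS-luciferase. Cmpd 1 hr RT → CuSO4 700 uM final → 20 hr RT → luciferase reagent 10 min → luminescence.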
Menin-MLL TR inh – qHTS Assay for Inhibitors Targeting the Menin-MLL Interaction in MLL Related Leukemias: Competition With Texas Red Labeled MLL-derived Mutant Peptide; Potency, µM (series often up to 61.6 µM), without a hit: top-dose FP activity change, negative = inhibition, most hits filed as inhibitors; hit rate 0.23% among 270,000; AID 1768, 2009; O00255; Menin + Texas Red MLL mutant peptide, fluorescence polarization; active = well fitted inhibition curve with a large enough effect in the polarisation, with a control signal flat, not every such curve was filed as active; inconclusive = small, poorly fitted or top-dose-only effect, or effect the other way, or a change in a side signal; inactive = no such curve, though single readings can be large or run the other way; the % refers to the polarisation; also: potency is read from the fitted curve at half-maximal effect; % of control where 0% means no effect; many of its hits are not listed in these tables
KCNH2 3.1 inh – qHTS for Inhibitors of KCHN2 3.1: Mutant qHTS | activity change, % (tested at about 1.8 µM) | hit rate 0.95% among 340,000 | Potassium voltage-gated channel subfamily H member 2, brain isoform KCNH2 3.1 (human) | U2OS KCNH2 3.1, thallium flux FluxOr; hits give low values;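 active = maximum activity change below -70%; inconclusive = maximum activity change from -70% to -50%; inactive = maximum activity change above -50%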;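 also: thallium influx rate constant from kinetic fluorescence after stimulation buffer; % is scaled to controls: 0 for no effect and ±100 for the full control effect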
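Thallium flux via FluxOr fluorescence (Red40 quencher, 45 min loading) in U2OS cells virally expressing the KCNH2 3.1 isoform (1.77 x 10^8 /mL virus, overnight at 37 C). Rate constants from 2-min kinetic reads post-stimulation, normalised to positive and negative controls.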
Gal4-VP16 FLuc – VP16 counterscreen qHTS for inhibitors of ROR gamma transcriptional activity; Drosophila S2 Gal4-VP16 UAS-luciferase, luminescence, 20 h; Potency, µM (top dose mostly 53.6 µM), for inactives: at the top dose activity, negative = inhibition, usual class: inhibitors; hit rate 3.5% among 310,000;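 also: Gal4-VP16 expression switched on by copper sulfate through the metallothionein promoter; potency is read from the fitted curve at half-maximal effect; % is scaled to controls: 0 for no effect and ±100 for the full control effect; nearly all actives have a fitted effect of over 50% in size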
Rab9 promoter act – qHTS Assay for Rab9 Promoter Activators; hit rate 2.8% among 320,000; Huh7 Rab9 promoter-luciferase reporter, luminescence, 24 h; Potency, µM (titrated, usually from 9.22 µM), inactives show at the highest dose activation, negative = inhibition, hits mostly activators; also: potency is read from the fitted curve at half-maximal effect; % of control where 0% means no effect; nearly all actives have a fitted effect of over 60% in size
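Luminescence from Amplite-detected luciferase (10 minutes, ambient) reports Rab9 promoter activation. Before that, stable Rab9-luciferase Huh7 cells (1500/well, reduced-serum OP-MEM I plus 10% FBS) were exposed to compound for 24 hours at 37C.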
FLuc modulator – qHTS profiling assay for firefly luciferase inhibitor/activator using purifed enzyme and Km concentrations of substrates (counterscreen for miR-21 project); Potency, µM (top dose mostly 57.5 µM), without a hit: at the top dose activity change, negative = inhibition, hits mostly inhibitors; purified FLuc, Km substrates, luminescence inhibition; hit rate 6.9% among 360,000; Luciferin 4-monooxygenase (Photinus pyralis), P08659;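 also: potency is read from the fitted curve at half-maximal effect; plate controls were vehicle for no effect and reference inhibitor for full effect; nearly all actives have a fitted effect of over 55% in size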
Target sequence (P08659 whole entry, looked up): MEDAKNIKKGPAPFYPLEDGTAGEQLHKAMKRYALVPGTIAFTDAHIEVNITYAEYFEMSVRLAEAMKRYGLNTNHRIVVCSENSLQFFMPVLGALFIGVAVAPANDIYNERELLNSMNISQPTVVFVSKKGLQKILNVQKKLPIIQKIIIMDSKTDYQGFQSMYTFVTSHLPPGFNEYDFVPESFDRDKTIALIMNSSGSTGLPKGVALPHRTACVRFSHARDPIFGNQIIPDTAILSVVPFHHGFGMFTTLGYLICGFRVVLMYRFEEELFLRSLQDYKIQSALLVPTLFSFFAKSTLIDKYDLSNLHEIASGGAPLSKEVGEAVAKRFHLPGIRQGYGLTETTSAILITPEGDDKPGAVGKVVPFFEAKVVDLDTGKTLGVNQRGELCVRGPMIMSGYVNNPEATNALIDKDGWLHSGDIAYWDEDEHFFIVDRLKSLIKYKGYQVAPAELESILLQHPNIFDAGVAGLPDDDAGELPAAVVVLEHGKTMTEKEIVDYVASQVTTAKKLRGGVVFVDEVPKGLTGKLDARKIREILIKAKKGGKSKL
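Purified P. pyralis luciferase, 10 nM final, with Km-level 10 uM D-luciferin and 10 uM ATP in 50 mM Tris acetate pH 7.5, 10 mM Mg acetate, 0.01% Tween-20, 0.05% BSA; 6-point qHTS titration about 60 µM downward; luminescence read.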
NPC1 promoter act – qHTS Assay for NPC1 Promoter Activators; Potency, µM (titrated, usually from 9.22 µM), for inactives: top-dose activation, most hits filed as activators; Huh7 NPC1 promoter luciferase reporter, 24 h; hit rate 2.4% among 320,000;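 also: potency is read from the fitted curve at half-maximal effect; % of control where 0% means no effect; nearly all actives have a fitted effect of over 60% in size; reporter is driven by a mutant NPC1 promoter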
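Huh7 cells stably carrying NPC1 promoter–luciferase, plated in Opti-MEM with 10% FBS for 2 h, were exposed to compound in DMSO for 24 h at 37 °C; luciferase reagent was added for 10 min and luminescence read.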
ELG1 DNA repair – qHTS screen for small molecules that inhibit ELG1-dependent DNA repair in human embryonic kidney (HEK293T) cells expressing luciferase-tagged ELG1 | hit rate 2.3% among 330,000 | HEK293T ELG1-luciferase reporter, luminescence, 16 h; DNA damage induced by 5-fluorouridine | Potency, µM (titrated, usually from 46.1 µM), inactives show at the highest dose activity change, negative = inhibition, usual class: inhibitors; also: potency is read from the fitted curve at half-maximal effect; % is scaled to controls: 0 for no effect and ±100 for the full control effect; nearly all actives have a fitted effect of over 55% in size
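5-Fluorouridine DNA damage + compound/DMSO, 2,000 cells/well, 16 h, 37 °C/5% CO2. ONE-Glo, 30 min RT, luminescence. Readout = decrease in reporter signal.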
Mito fusion yeast – qHTS Assay for Small Molecule Inhibitors of Mitochondrial Division or Activators of Mitochondrial Fusion; Potency, µM (top dose mostly 46.1 µM), inactives show top-dose growth rescue (activation), actives largely listed as activators; S. cerevisiae fusion-defective mutant growth rescue, CellTiterGlo 48 h; hit rate 0.23% among 320,000; AID 485298, 2010;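 also: potency is read from the fitted curve at half-maximal effect; % of control where 0% means no effect; nearly all actives have a fitted effect of over 45% in size; temperature-sensitive fusion mutants such as fzo1-1 at 37 °C on non-fermentable ethanol glycerol medium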
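S. cerevisiae fusion-defective temperature-sensitive mutants (e.g. fzo1-1, mgm1-5) grown 48 h at 37C in YPEG (ethanol/glycerol non-fermentable) medium with 23 nl compound per well; growth rescue read as CellTiterGlo luminescence.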
PKM2 act – qHTS Assay for Activators of Human Muscle isoform 2 Pyruvate Kinase; Potency, µM (highest dose often 57.5 µM), inactives show at the highest dose activation, usual class: activators; hit rate 0.34% among 260,000; Pyruvate kinase PKM (Homo sapiens), P14618; purified PKM2, Kinase-Glo ATP luminescence, activation; response scale: 0% is enzyme alone, no compound; also: potency is read from the fitted curve at half-maximal effect; % is scaled to controls: 0 for no effect and ±100 for the full control effect; nearly all actives have a fitted effect of over 55% in size
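Purified hPK-M2 (>95%) run at intermediate activity with 0.1 mM ADP and 0.5 mM PEP in 50 mM imidazole pH 7.2, KCl, MgCl2; 1 h room temperature. ATP formed read by Kinase-Glo luminescence; normalized to uninhibited and no-enzyme controls.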
An asterisk follows results filed as active; ? = inconclusive; nt = not tested or not shown; & = joins results of further samples; [ ] = another dose, or the depositor's remark. Unless noted, calls follow the shape of the dose curve; as a rule, active = well fitted curve in the direction sought with a large enough effect; inconclusive = small, poorly fitted or top-dose-only effect, or another doubt; inactive = no such curve, though single readings can be large; an effect the other way counts as inactive or inconclusive. These rows are one share of the data. The share of hits here may be higher or lower than overall.

SMILES	MBNL1-CUG inh	RORg inh	Menin-MLL TR inh	KCNH2 3.1 inh	Gal4-VP16 FLuc	Rab9 promoter act	FLuc modulator	NPC1 promoter act	ELG1 DNA repair	Mito fusion yeast	PKM2 act
Cc1ccc(-n2c(C)nn(CCOc3ccccc3)c2=O)cc1	-1.7%	5.5%	-20.3%	8.8	0.9%	3.16µM*	?	?	?	1.4%	-1.0%
Cc1cccc(C)c1NC(=O)CSc1nc2c([nH]1)c(=O)n(C)c(=O)n2C	2.1%	19.0%	-23.2%	-7.4	2.1%	-1.7%	4.1%	-5.9%	-22.7%	2.5%	-6.4%
Cn1c(-c2ccc(C=O)s2)nc2c3ccccc3c3ccccc3c21	14.9%	-2.4%	-18.8%	-22.2	-2.9%	-4.7%	-13.6%	2.2%	?	12.4%	-18.9%
COc1ccc(OC)c(S(=O)(=O)N2CCC(C(=O)NC3CCCCCC3)CC2)c1	-2.5%	24.1%	?	6.7	7.7%	0.0%	3.0%	-2.0%	-12.4%	-9.6%	nt
Cc1ccc(S(=O)(=O)Nc2nc(C)c(C(=O)N/N=C/c3ccccc3)s2)cc1	-3.6%	29.0%	?	-27.2	22.0%	6.7%	6.01µM*	-1.1%	-18.6%	3.9%	2.8%
CC(C)(C)c1cc2cccnc2n1Cc1cccc(F)c1	5.0%	-25.9%	nt	-11.6	-0.8%	-0.6%	-0.4%	-0.8%	8.3%	-3.8%	-1.5%
CC(C)C(=O)NCCc1nc2ccccc2n1C	-12.1%	3.8%	20.3%	-7.4	1.3%	0.4%	1.0%[2.3 µM]	-0.1%	2.9%	0.1%	0.4%
COC(=O)c1ccc(NC(=O)CN2CCC(NC(=O)c3ccco3)CC2)cc1	-2.3%	10.3%	-1.1%	5.5	-2.9%	5.3%	-1.8%	-1.5%	-3.5%	-1.2%	1.8%
O=C(Nc1nc2ccccc2n1CCN1CCOCC1)c1ccc(Cl)cc1	-2.8%	0.398µM*	nt	-39.3	2.82µM*	12.1%	-10.2%	11.6%	6.3%	3.2%	-1.4%
COc1cccc2cc(C(N)=O)/c(=N\NC(=O)c3ccccc3)oc12	?	7.08µM*	-10.1%	1.6	?	3.55µM*	1.69µM*	2.82µM*	?	0.1%	nt
CCOC(=O)N1CCN(C(=O)CCS(=O)(=O)c2ccc3c(c2)CC(C)N3C(=O)CC)CC1 (stereo unspecified)	-0.5%	-17.9%	nt	7.7	-2.7%	-1.5%	2.0%	2.1%	8.7%	-0.9%	nt
COc1ccc(C(CNC(=O)c2ccc(NS(=O)(=O)c3ccccc3)cc2)N2CCOCC2)cc1 (stereo unspecified)	nt	nt	nt	0.2	nt	-6.1%	2.9%	-0.4%	1.7%	-2.4%	nt
Cc1nc(-c2ccc(F)cc2)c(CC(=O)N(C)CC(=O)Nc2ccc(Br)cc2C)s1	nt	nt	nt	5.0	nt	-6.5%	-0.9%	-7.0%	-25.1%	-3.5%	nt
CCc1noc(C)c1C(=O)Nc1nc(-c2cc(OC)ccc2OC)cs1	nt	nt	nt	10.9	nt	3.6%	2.9%	1.6%	16.4µM*	7.9%	nt
CNS(=O)(=O)c1ccc(NC(=O)c2cncc(Br)c2)cc1	-1.2%	34.8%	-1.4%	6.1	-1.0%	-6.0%	4.5%	-2.3%	-18.5%	1.9%	10.7%
C=CCNC(=O)c1ccccc1Cl	5.8%	-12.7%	11.8%	-1.1	-6.9%	-8.6%	-5.2%	10.0%	5.6%	3.4%	0.4%
CS(=O)(=O)N1CCC(C(=O)NCc2ccc(F)cc2)CC1	-1.3%	1.9%	-9.7%	-9.7	5.1%	-1.4%	-0.1%	-4.8%	6.5%	-3.6%	2.4%
O=C(CSc1n[nH]c(-c2ccncc2)n1)NCCc1ccccc1	2.6%	5.8%	-8.2%	25.1	-3.1%	-5.2%	3.6%	-1.0%	-0.6%	-5.2%	-3.8%
O=c1c(-c2c(O)cc(O)c3c(=O)cc(-c4ccc(O)cc4)oc23)c(-c2ccc(O)cc2)oc2cc(O)cc(O)c12	-13.8%	32.0%	nt	9.0	-2.4%	-0.5%	-0.8%	-6.5%	-9.7%	-4.4%	?
C=CCNC(=O)CSc1nnc(-c2ccncc2)n1CCc1ccccc1	5.4%	-7.1%	-7.3%	-24.4	2.1%	-0.3%	3.1%	-2.0%	-6.9%	-4.0%	-5.3%
COCCNC(=O)c1ccccc1NC(=O)Cc1ccccc1	4.3%	0.7%	5.3%	-6.9	12.6%	-3.2%	0.0%	-1.4%	8.7%	1.6%	1.0%
Cc1ccc(C)c(OCCOCCN2CCOCC2)c1	-7.5%	-13.3%	-0.2%	9.3	6.3%	-4.5%	1.1%	-2.3%	4.9%	0.0%	-0.6%
CCN1/C(=C/C(C)=O)Sc2ccc(OC)cc21	-10.1%	28.3%	?	-10.1	-2.0%	-22.3%[46.1 µM]	3.5%&5.7%	-7.2%[46.1 µM]	-12.9%	-65.3%&-10.4%[inhibitor]	0.9%
CC(Nc1c([N+](=O)[O-])c(=O)oc2ccccc12)c1ccccc1 (stereo unspecified)	?	1.7%	nt	3.8	-10.7%	4.5%	-2.5%	-1.5%	0.0%	0.8%	-0.5%
C[C@@H](C(=O)N1CCN(C(=O)OC(C)(C)C)CC1)n1cc(CCC(=O)O)nn1	-2.2%	11.5%	-1.8%	4.7	-2.3%	-0.9%	-2.9%	-0.4%	-16.3%	0.4%	0.2%
Other results:
SMILES	MBNL1-CUG inh	RORg inh	Menin-MLL TR inh	KCNH2 3.1 inh	Gal4-VP16 FLuc	Rab9 promoter act	FLuc modulator	NPC1 promoter act	ELG1 DNA repair	Mito fusion yeast	PKM2 act
CC(C)(O)C#Cc1ccc(C(=O)N2CCC(CCC(=O)NC3CC3)CC2)cc1	-0.6%	-23.9%	nt	1.8	2.5%	-0.9%	-1.6%	0.0%	9.6%	0.3%	-12.8%
COc1ccc(S(=O)(=O)N(C)CC(=O)N2CCCC2)cc1	-5.1%	-15.8%[1.91 µM]	-17.9%	-1.3	-5.1%	5.8%	0.9%	0.2%	10.1%	1.3%	2.5%
CC(C)CCN1CCC(Cc2ccccc2)(NC(=O)c2ccccc2)C1=O (stereo unspecified)	nt	nt	nt	7.8	nt	0.3%	4.0%	3.7%	?	22.3%	nt
CN=c1scc(-c2c[nH]c3ccccc23)n1C	-4.7%	-7.3%	-10.8%	-17.2	-1.8%	10.0%	-2.1%	0.1%	5.4%	-4.0%	6.5%
CN1CCN(c2nnc(-c3ccccc3)c(-c3ccccc3)n2)CC1	?	31.1%	nt	13.6	-6.1%	-1.9%	6.6%	1.2%	-5.5%	-6.3%	3.7%
O=S(=O)(NC(=NC1CCCCC1)c1ccccc1F)c1ccccc1	-0.5%	4.9%	-10.4%	19.0	12.1%	1.8%	0.4%	-1.9%	-16.5%	0.631µM*	nt
CN1CCN(C(=O)c2cnn3c(C(F)F)cc(C4CC4)nc23)CC1	0.0%	3.2%	9.0%	-7.5	0.7%	-1.1%	-1.1%	1.0%	-2.5%	1.8%	7.3%
CN(CCOC(=O)c1ccco1)Cc1ccccc1	-0.7%	11.1%	1.5%	-12.5	-15.3%	2.2%	4.5%	-3.7%	4.2%	-1.6%	1.6%
O=C(CS(=O)(=O)c1ccccc1)NCc1ccc(Cl)cc1	-2.9%	8.3%	nt	-0.5	18.3%	-3.4%	-0.3%	-6.1%	27.1%	7.5%	-19.6%
C=CCn1c(SCC(=O)NCc2ccccc2)nnc1C1CCCCC1	-1.8%	22.4%	-5.8%	12.8	7.2%	7.4%	5.1%	-3.1%	-7.0%	-0.9%	-3.0%
COc1ccc(-n2ncc(C(=O)N3CCN(c4ccc(F)cc4)CC3)c2C)cc1	-7.6%	29.4%	nt	-2.8	0.3%	-13.6%	-4.3%	-0.7%	20.6µM*	-2.9%	-0.4%
COc1ccccc1OCC(O)Cn1c(=N)n(CCN2CCCCC2)c2ccccc21 (stereo unspecified)	-1.2%	-20.1%	-29.7%	-44.9	-6.4%	-13.2%	3.8%	-5.3%	-16.1%	19.3%	-6.8%

Compound activity as filed in PubChem.
